Screens: PubChem BioAssay, National Center for Advancing Translational Sciences (NCATS)
HEK293 viab: GF-AFC viability counterscreen for inhibitors of alpha-synuclein gene (SNCA) expression; HEK-293-SNCA-luc viability, GF-AFC fluorescence, 24 h; 150,000 compounds, 0.12% hits; AID 1671193, 2021; Potency, µM (titrated, usually from 57.1 µM), for the others: at the top dose activity change, negative = cytotoxicity, usual class: cytotoxic;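 note: potency is the fitted concentration of half-maximal effect; 0% = DMSO-treated cells and -100% = medium-only wells without cells; nearly all actives have a fitted effect of over 30% in size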
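HEK-293-SNCA-luc cells (1500/well) plated 24 h, then exposed 24 h to a dilution series; GF-AFC added 30 min at 37C, fluorescence 405/540 nm; normalised to medium-only and DMSO wells, Hill fit.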
SNCA expr inhib: Primary qHTS assay for inhibitors of alpha-synuclein gene (SNCA) expression | HEK-293 SNCA-luciferase knock-in, luminescence, 24 h | Potency, µM (top dose mostly 57.2 µM), for inactives: at the top dose activity change, negative = inhibition, actives largely listed as inhibitors | 140,000 compounds, 0.17% hits;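 note: potency is the fitted concentration of half-maximal effect; plate controls were DMSO cells for no effect and cell-free wells for full effect; nearly all actives have a fitted effect of over 45% in size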
3T3 cytotox: Cytotoxic Profiling in NIH 3T3 Cell Line of Diverse Libraries Using Quantitative High-Throughput Screening; AID 1345082, 2018; 94,000 compounds, 4.3% hits; Potency, µM (titrated, usually from 96.7 µM), for the others: at the highest dose activity change, negative = cytotoxicity, usual class: inhibitors; NIH 3T3 viability, CellTiter-Glo ATP luminescence, 48-72 h; note: potency is the fitted concentration of half-maximal effect; nearly all actives have a fitted effect of over 55% in size
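Mouse fibroblast NIH 3T3 cells, 400 per well, received compound via pintool and were incubated for 48 or 72 hr prior to CellTiter-Glo ATP luminescence measurement.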
FLuc inh: Firefly luciferase inhibition profiling of diverse chemical library using quantitative high-throughput screening; purified P. pyralis luciferase, luminescence, biochemical; Potency, µM (doses to about 115 µM), without a hit: at the top dose activity change, negative = inhibition, usual class: inhibitors; 76,000 compounds, 2.5% hits; Luciferin 4-monooxygenase (Photinus pyralis), P08659; note: potency is the fitted concentration of half-maximal effect; nearly all actives have a fitted effect of over 65% in size
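Inhibitors were tested against purified firefly luciferase in a biochemical, low-substrate format (both substrates at 10uM) and luminescence measured with a CCD imager.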
GPT2 inh: Primary qHTS assay for inhibitors of Glutamate pyruvate transaminase 2 (GPT2). Potency, µM (highest dose often 57.7 µM), without a hit: at the highest dose activity change, negative = inhibition, most hits filed as inhibitors. Recombinant GPT2, coupled pyruvate oxidase/HRP Amplex Red fluorescence. 100,000 compounds, 0.25% hits. AID 1671188, 2021. Alanine aminotransferase 2 (Homo sapiens), Q8TD30; note: potency is the fitted concentration of half-maximal effect; nearly all actives have a fitted effect of over 60% in size; many of its hits are not listed in these tables
Target sequence (Q8TD30 whole entry, looked up): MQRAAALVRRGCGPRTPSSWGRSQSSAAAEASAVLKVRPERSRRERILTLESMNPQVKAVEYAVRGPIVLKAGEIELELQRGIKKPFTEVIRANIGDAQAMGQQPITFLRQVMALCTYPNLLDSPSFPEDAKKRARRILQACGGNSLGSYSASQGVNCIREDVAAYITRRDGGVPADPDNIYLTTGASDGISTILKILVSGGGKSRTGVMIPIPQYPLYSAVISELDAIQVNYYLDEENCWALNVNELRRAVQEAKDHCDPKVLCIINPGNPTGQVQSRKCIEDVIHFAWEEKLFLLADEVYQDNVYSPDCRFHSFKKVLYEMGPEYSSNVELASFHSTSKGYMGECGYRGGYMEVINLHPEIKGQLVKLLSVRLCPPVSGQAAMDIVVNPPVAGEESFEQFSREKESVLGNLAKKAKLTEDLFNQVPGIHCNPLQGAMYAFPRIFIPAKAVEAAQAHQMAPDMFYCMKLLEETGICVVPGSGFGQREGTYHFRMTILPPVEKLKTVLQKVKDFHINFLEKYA
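Inhibition is scored from Amplex Red fluorescence generated when pyruvate oxidase and HRP act on pyruvate released by GPT2. Reactions contain 10ng/uL enzyme, 250uM a-KG and 2mM L-alanine and run 30 min at room temperature.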
IP6K1 inhibitor: Primary qHTS assay for small molecule inhibitors of Inositol hexaphosphate kinase 1 (IP6K1); Inositol hexakisphosphate kinase 1 (Homo sapiens), Q92551; IP6K1 kinase, ADP-Glo luminescence, 2 h; hits give low values; activity change, % (series mostly up to about 58 µM); 140,000 compounds, 0.81% hits; AID 1645851, 2021; in the data active = activity change below about -25%
Target sequence (Q92551 whole entry, looked up): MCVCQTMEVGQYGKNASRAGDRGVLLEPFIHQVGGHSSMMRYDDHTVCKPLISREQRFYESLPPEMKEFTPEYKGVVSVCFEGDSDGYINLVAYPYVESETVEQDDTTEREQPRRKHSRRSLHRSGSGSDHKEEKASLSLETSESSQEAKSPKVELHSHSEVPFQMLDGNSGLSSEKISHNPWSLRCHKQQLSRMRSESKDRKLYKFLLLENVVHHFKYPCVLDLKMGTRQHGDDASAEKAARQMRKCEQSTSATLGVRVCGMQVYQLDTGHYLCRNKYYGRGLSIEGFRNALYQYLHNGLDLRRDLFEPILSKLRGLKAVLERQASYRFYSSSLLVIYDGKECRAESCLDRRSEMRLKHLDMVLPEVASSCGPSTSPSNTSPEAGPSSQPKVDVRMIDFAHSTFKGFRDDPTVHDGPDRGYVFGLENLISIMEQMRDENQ
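ADP-Glo luminescence measures ADP made by human IP6K1 during a 2 h RT reaction with ATP/IP6 (mix at 1.3 mM/130 uM); top library doses 57.5 and 19.1 uM final.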
HEK cytotox: Cytotoxic Profiling in HEK 293 Cell Line of Diverse Libraries Using Quantitative High-Throughput Screening | HEK 293 viability, ATP luminescence (CellTiter-Glo), 48-72 h | Potency, µM (top dose mostly 115 µM), for the others: top-dose activity change, negative = cytotoxicity, actives largely listed as inhibitors | 94,000 compounds, 6.6% hits | AID 1345083, 2018; note: potency is the fitted concentration of half-maximal effect; nearly all actives have a fitted effect of over 60% in size
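Viability of HEK 293 cells, plated at 250 cells/well, was judged by cellular ATP after compound treatment for 48 or 72 hr. Luminescence was imaged 10 min after CellTiter-Glo addition at room temperature.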
Active calls of the source: *; i = inactive; ? = inconclusive; · = no result given; [ ] = remark or other dose. Unless noted, calls come from the whole dose curve; as a rule, active = well fitted curve in the direction sought with a large enough effect; inconclusive = small, poorly fitted or top-dose-only effect, or another doubt; inactive = no such curve, though single readings can be large; an effect the other way counts as inactive or inconclusive. Unless noted, % is set by controls: 0 for no effect and ±100 for the full control effect.

entry | Structure | HEK293 viab | SNCA expr inhib | 3T3 cytotox | FLuc inh
1 | O=C(C1CCN(c2ncnc3c2nc2n3CCCCC2)CC1)N1CCN(c2ccc(F)cc2)CC1 | 15.4% | 17.1% | · | ·
2 | O=C1Nc2ccc(O)cc2O[C@H]1O[C@@H]1O[C@H](CO)[C@@H](O)[C@H](O)[C@H]1O | -14.0% | · | · | ·
3 | Cc1cccc(C(=O)Nc2cccc(OCc3cc(=O)n4cccc(C)c4n3)c2)c1 | -2.0% | -1.8% | · | ·
4 | Cc1ccc(CCNC(=O)c2cc3cc(S(=O)(=O)N4CCCCC4)ccc3n2C)cc1 | 5.3% | -14.4% | · | ·
5 | Cc1ccc(CNC(=O)CCC(=O)N2Cc3ccccc3Oc3ncccc32)cc1 | 6.2% | 20.8% | · | ·
6 | CCOC(=O)c1cc(OC(=O)c2ccc(OC)cc2)n(-c2ccccc2)n1 | -6.0% | -3.3% | · | ·
7 | O=C(Nc1ccc(F)cc1)N[C@H]1[C@H](O)[C@@H](Sc2ccccc2)[C@@H]2OC[C@H]1O2 | 1.5%[87.6 µM] | 12.4%[87.6 µM] | ? | -25.4%[172 µM]
8 | CN(C)c1ccc(-c2ccnc(N[C@H]3CO[C@H]4[C@@H]3OC[C@@H]4NC(=O)CSCC(=O)O)n2)cc1 | 2.8% | 10.2% | -18.8% | ?
9 | COc1ccc(CN2CC(Oc3ccccc3C(=O)NC3CC3)C2)c(OC)c1 | -10.0% | 2.5% | -27.4% | 2.5%
10 | CN1C(=O)CCC2(CNC(=O)c3ccccc3F)CCC=C12 (centres undefined) | 5.7% | -4.1% | -8.4% | ·

entry | GPT2 inh | IP6K1 inhibitor | HEK cytotox
1 | · | -10.6 | ·
2 | ? | 9.8 | ·
3 | · | -4.8 | ·
4 | · | 19.1 | ·
5 | · | 16.5 | ·
6 | · | 23.0 | ·
7 | ? | -0.8 | -23.6%[172 µM]
8 | i | 19.1 | ?
9 | i | 18.7 | ?
10 | -5.7% | -8.0 | i

One compound at a time, from the list above. Order of values: HEK293 viab | SNCA expr inhib | 3T3 cytotox | FLuc inh | GPT2 inh | IP6K1 inhibitor | HEK cytotox
`Cc1ccc(CNC(=O)CCC(=O)N2Cc3ccccc3Oc3ncccc32)cc1` across the screens: 6.2% | 20.8% | · | · | · | 16.5 | ·
`COc1ccc(CN2CC(Oc3ccccc3C(=O)NC3CC3)C2)c(OC)c1` across the screens: -10.0% | 2.5% | -27.4% | 2.5% | i | 18.7 | ?

Other records follow.
entry | Structure | HEK293 viab | SNCA expr inhib | 3T3 cytotox | FLuc inh
11 | CC(C)c1ccc(C2NC(=O)c3c(sc4c3CCN(C)C4)N2)cc1 (centres undefined) | 7.8% | -1.3% | · | ·
12 | Cc1cc(NC(=O)CSc2nc(-c3ccccc3F)nc3c2c(=O)n(C)c(=O)n3C)no1 | -10.0% | -28.6% | · | ·
13 | CCOCCn1nc(C)cc1C(=O)N[C@H](c1ccccn1)C1CC(O)C1 (some centres undefined) | -3.7% | 6.3% | 4.3% | 4.5%
14 | CC1(C)C[C@H](NC(=O)c2ccccc2)[C@@]2(CCC(=O)NCCN3CCOCC3)CC[C@](C)(O)C[C@@H]12 | -2.3% | -13.0% | 3.6% | -4.6%
15 | COC[C@@H]1CN(S(=O)(=O)c2c(C)noc2C)C[C@H]1c1ccncc1 | -0.4% | 16.8% | -16.7% | 6.7%
16 | CCOCCNC(=O)c1ccc(-c2ccc(OC)nn2)cc1 | · | · | ? | ·
17 | COc1ccccc1C(=O)N1CC[C@H]2COC(=O)N2c2cc(C)ccc2C1 | -1.9%[87.6 µM] | -1.3%[87.6 µM] | -27.0%[138 µM] | -7.2%[172 µM]
18 | COCCNC(=O)N1CCc2nc(N3CCN(C)CC3)sc2C1 | ? | ? | i | -2.4%
19 | CCS(=O)(=O)c1ncc(Cl)c(C(=O)Nc2ccccc2)n1 | 7.08µM* | 2.24µM* | · | ·
20 | CCS(=O)(=O)N1CCCC(c2nc(CCOc3ccc(F)cc3)no2)C1 (centres undefined) | -0.4% | 76.6%[activator] | -24.9% | -10.9%

entry | GPT2 inh | IP6K1 inhibitor | HEK cytotox
11 | · | -9.7 | ·
12 | · | -2.0 | ·
13 | i | 2.2 | i
14 | -8.0% | -2.5 | 1.3%
15 | 1.2% | 4.4 | ?
16 | · | 15.5 | -14.8%[172 µM]
17 | 0.4%[88.5 µM] | -1.7 | -19.2%[172 µM]
18 | 2.3% | 5.5 | -3.2%
19 | · | -7.2 | ·
20 | i | -1.7 | ?

Later entries.
entry | Structure | HEK293 viab | SNCA expr inhib | 3T3 cytotox | FLuc inh
21 | Cc1noc(C)c1CC(=O)N1CCc2nnc([C@@H]3C[C@@H](O)CN3C(C)C)n2CC1 | -5.4% | 4.5% | 2.5% | 4.9%
22 | CCCCNC(=O)Nc1ccc2c(c1)N(C)C(=O)c1ccccc1S2 | 1.4% | -5.5% | · | ·
23 | O=C(NCCc1csc(-c2ccc(F)cc2)n1)C(=O)Nc1ccc(Cl)cc1 | -4.6% | 43.5%[activator] | · | ·
24 | Cc1ccc(CN2CCC3(C2)NC(=O)c2ccccc2CO3)cc1 (centres undefined) | -5.3%[87.6 µM] | 1.7%[87.6 µM] | ? | -3.8%[172 µM]
25 | COc1cccc(CNC(=O)[C@@H]2C[C@@H](O)CN2C2CCN(C(=O)c3ccnn3C)CC2)c1 | 17.8% | 15.0% | -10.8% | -4.5%
26 | COc1ccc(-c2cc3c(nc2-c2ccccc2)nc(C(=O)NCCN(C)C)n3C)cn1 | -4.0%[87.6 µM] | -30.0%[87.6 µM] | 79.4µM* | -5.3%[172 µM]
27 | COc1ccc(-c2nnn3c2nc(N2CCCC(C)C2)c2ccccc23)cc1 (centres undefined) | ? | -12.8% | · | ·
28 | Cc1ccc2c(c1)-c1onc(C(=O)N3CCN(c4ccc(Cl)cc4)CC3)c1CO2 | 3.9% | -14.2% | · | ·
29 | CCOc1ccc2c(n1)CCN(C(=O)CCc1ccccc1)C2 | 10.9%[12.5 µM] | 8.7% | -15.6% | -7.2%
30 | Cc1ccc(-c2ccc3nnc(CNC(=O)Cc4cccc(F)c4)n3n2)cc1 | 0.8% | ? | 1.4% | 7.7%

entry | GPT2 inh | IP6K1 inhibitor | HEK cytotox
21 | i | -1.3 | 4.0%
22 | · | -11.1 | ·
23 | · | 35.5 | ·
24 | i | 21.9 | ?
25 | ? | -0.4 | i
26 | -2.1%[88.5 µM] | 2.9 | ?
27 | · | -7.1 | ·
28 | · | -16.5 | ·
29 | -3.4% | 8.4 | ?
30 | 2.1% | -8.7 | -2.1%

Next section:
entry | Structure | HEK293 viab | SNCA expr inhib | 3T3 cytotox | FLuc inh
31 | Cc1ccc(OC(=O)c2snnc2C)cc1C | 17.3% | 20.1% | · | ·
32 | CN1C(=O)[C@H]2CC[C@@H]1CN(C(=O)CCSc1ccc3c(c1)OCCO3)C2 | 8.9% | -2.3% | -23.5% | 2.3%
33 | Cc1ccc(CN2CC(N(CC3CC3)C3CCOCC3)C2)cc1 | 0.6% | 4.6% | -19.3% | ·
34 | O=C(Cc1ccccn1)N1CC(COc2ccccc2)C2(C1)CN(c1ccccc1)C2 (centres undefined) | 1.7%[87.6 µM] | -11.9%[87.6 µM] | ? | -5.6%[172 µM]
35 | COCc1noc([C@@H]2CN(C3CCCCCC3)C[C@H]2CO)n1 | -6.4% | 21.2% | -2.9% | -12.3%
36 | COc1cccc(N2CCN(c3ccc4nnc(CCC(=O)O)n4n3)CC2)c1 | -7.8% | -1.5% | · | ·
37 | CN1CCN(C[C@@H]2CN(C(=O)CCCc3cccs3)C[C@@H]2CO)CC1 | 10.9% | 11.2% | -2.7% | -12.1%
38 | Cc1ccc(-c2nnc3ccccc3c2C(=O)Nc2cccc(Cl)c2)cc1 | 1.8% | 31.6%[activator] | · | ·
39 | O=C1C(c2ccc(C(F)(F)F)cc2)=C(Nc2ccc(Cl)cc2)c2ccccc21 | -10.5% | 84.8%[activator] | · | ·
40 | COc1ccc(CCC(=O)NCc2ccc3c(c2)CCN3C(=O)c2ccc(F)cc2)cc1 | -5.1% | -20.0% | · | ·

entry | GPT2 inh | IP6K1 inhibitor | HEK cytotox
31 | · | 13.1 | ·
32 | -15.6%[11.5 µM] | 16.1 | -11.1%
33 | -4.1% | -9.1 | -7.0%
34 | i | -1.5 | ?
35 | i | -1.3 | 2.2%
36 | · | -10.2 | ·
37 | -13.2% | 24.3 | -1.9%
38 | · | 13.4 | ·
39 | · | -1.3 | ·
40 | · | -10.8 | ·

Further results follow.
entry | Structure | HEK293 viab | SNCA expr inhib | 3T3 cytotox | FLuc inh
41 | Cc1noc2ccc(-c3ccccc3OCc3ccccc3)nc12 | -3.3%[87.6 µM] | 24.6%[87.6 µM] | ? | ?
42 | Cc1cc(OC(C)C(=O)N(Cc2ccco2)Cc2ccco2)cc(C)c1Cl (centres undefined) | -4.4% | ? | · | ·
43 | O=C(C1CCCCN1Cc1ccc(-c2cccs2)cc1)N1CCC(c2ccccc2)CC1 (centres undefined) | 2.1%[12.5 µM] | 14.6% | ? | ·
44 | CCN(CC)CCN(C(=O)c1ccc(C(=O)OC)cc1)c1nc2ccc(Cl)cc2s1 | -17.1% | 98.8%[activator] | · | ·
45 | O=C(c1ccccc1)N1CC(Oc2ccc3c(c2)OCO3)C1 | 1.0%[87.6 µM] | 124.0%[activator][87.6 µM] | -20.3%[138 µM] | ·
46 | CCN(CCn1cccn1)Cc1ccccc1OCC(O)CN1CCCCC1 (centres undefined) | -11.4% | -6.8% | -20.5% | 0.0%
47 | COc1cccc(Nc2ccc3c(n2)C(C)(C(=O)NC2CCC(O)CC2)CN(C)C3)c1 (centres undefined) | 8.0%[87.6 µM] | 10.6%[87.6 µM] | -29.0%[138 µM] | -0.2%[172 µM]
48 | Nc1nc2c(nc(Br)n2[C@@H]2O[C@@H]3COP(=O)(O)O[C@H]3[C@H]2O)c(=O)[nH]1 | 9.8% | · | · | ·
49 | O=C(CCc1ccccc1)N1CCc2c([nH]c3ccccc23)C1c1ccc(Cl)cc1 (centres undefined) | 8.5% | -16.5% | · | ·
50 | COc1cccc(CNC(=O)[C@@H]2C[C@@H](O)CN2C2CCN(C(=O)C3CCCC3)CC2)c1 | 3.3% | 7.5% | -23.4% | 3.8%

entry | GPT2 inh | IP6K1 inhibitor | HEK cytotox
41 | 4.0%[88.5 µM] | -4.0 | ?
42 | · | -6.5 | ·
43 | i | -4.0 | -28.4%
44 | · | 36.4 | ·
45 | i | -13.5 | ?
46 | i | 5.1 | ?
47 | -0.3%[88.5 µM] | -4.4 | ?
48 | i | 20.5 | ·
49 | · | 9.3 | ·
50 | i | 14.0 | i
